# High-throughput results (PubChem BioAssay)
# BoNT A protease = BoNT/A light chain protease inhibitors, primary screen, biochemical, flow cytometry, MLPCN library | Botulinum neurotoxin type A light chain protease (Clostridium botulinum A str. ATCC 3502) | 360,000 compounds, 0.17% hits | multiplex microsphere protease substrate cleavage | inhibition, % at 10 µM; in the data active = inhibition above about 30%; inconclusive = no clear call, values can overlap the other calls; also: plate controls were buffer without enzyme for full effect and enzyme alone for no effect
# Mtb UGM inh = M. tuberculosis UGM enzyme inhibitors, primary screen, biochemical, fluorescence polarization, single point | UDP-galactopyranose mutase (Mycobacterium tuberculosis (strain ATCC 25618 / H37Rv)), … | purified UGM, fluorescence polarization probe displacement | inhibition, % at 10 µM | 320,000 compounds, 0.06% hits | AID 504406, 2011; in the data active = inhibition above about 10%, passing the limit was not always enough; inconclusive = no clear call, values can overlap the other calls
# Target sequence (P9WIQ1 whole entry, looked up): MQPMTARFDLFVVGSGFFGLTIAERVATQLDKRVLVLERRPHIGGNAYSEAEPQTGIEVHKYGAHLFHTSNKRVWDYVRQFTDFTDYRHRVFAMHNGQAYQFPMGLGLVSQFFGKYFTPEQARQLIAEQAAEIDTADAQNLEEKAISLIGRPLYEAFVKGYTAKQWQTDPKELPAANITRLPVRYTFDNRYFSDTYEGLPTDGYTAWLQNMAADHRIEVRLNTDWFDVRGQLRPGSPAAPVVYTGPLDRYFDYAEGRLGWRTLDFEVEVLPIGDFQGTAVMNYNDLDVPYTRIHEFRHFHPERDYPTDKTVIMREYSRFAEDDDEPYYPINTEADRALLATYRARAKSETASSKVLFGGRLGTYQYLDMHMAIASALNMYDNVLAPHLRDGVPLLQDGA
# CCHFV vOTU inh = CCHFV vOTU protease inhibitors, primary screen, biochemical, Pep-AMC substrate, fluorescence; Crimean-Congo hemorrhagic fever virus L polyprotein viral ovarian tumor (vOTU) protease …; inhibition, % at 11.5 µM; 370,000 compounds, 0.55% hits; also: 0% = vehicle wells with enzyme and 100% = no enzyme wells
# Mtb FBA inh = Mtb FBA enzyme inhibitors, primary screen, biochemical, fluorescence, strain H37Rv; Fructose-bisphosphate aldolase (Mycobacterium tuberculosis (strain ATCC 25618 / H37Rv)), …; purified M. tuberculosis FBA, fluorescence read-out; inhibition, % at 1 µM; 360,000 compounds, 2.3% hits; AID 588726, 2011; in the data active = inhibition above about 27%;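 also: 0% = vehicle and 100% = reference inhibitor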
# Target sequence (P9WQA3 whole entry, looked up): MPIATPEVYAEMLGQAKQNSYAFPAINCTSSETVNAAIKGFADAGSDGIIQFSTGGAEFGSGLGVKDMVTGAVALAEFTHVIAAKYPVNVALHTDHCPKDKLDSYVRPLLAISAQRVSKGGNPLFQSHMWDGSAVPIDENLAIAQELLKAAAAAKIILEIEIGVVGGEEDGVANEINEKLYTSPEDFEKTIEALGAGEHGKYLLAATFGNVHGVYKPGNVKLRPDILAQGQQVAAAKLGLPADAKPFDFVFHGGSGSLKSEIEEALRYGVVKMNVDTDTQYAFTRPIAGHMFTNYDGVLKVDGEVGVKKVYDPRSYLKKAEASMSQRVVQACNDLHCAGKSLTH
# PrPC surface inh = inhibitors of human cell surface prion protein PrPC, primary screen, cell-based, TR-FRET; Major prion protein (Homo sapiens), P04156; 370,000 compounds, 0.43% hits; inhibition, % at 13.8 µM; TR-FRET read-out; in the data active = inhibition above about 24%; also: 0% = median of the test wells and 100% = reference compound wells
# BioA inh = M. tuberculosis BioA enzyme inhibitors, primary screen, biochemical, plate reader, single point, HTS. purified M. tuberculosis BioA enzyme. inhibition, % at 9.99 µM. 360,000 compounds, 0.096% hits; in the data active = inhibition above about 40%; inconclusive = no clear call, values can overlap the other calls
# BoNT F protease = BoNT/F light chain protease inhibitors, primary screen, biochemical, flow cytometry, MLPCN library | Botulinum neurotoxin type F light chain protease (Clostridium botulinum) | 360,000 compounds, 0.22% hits | Multiplex microsphere protease cleavage assay | inhibition, % at 10 µM; in the data active = inhibition above about 35%, passing the limit was not always enough; inconclusive = no clear call, values can overlap the other calls; also: plate controls were buffer without enzyme for full effect and enzyme alone for no effect
# FadD28 FP inh = inhibitors of FadD28 bisubstrate probe binding, primary screen, biochemical, fluorescence polarization, single point | Mycobacterium tuberculosis FadD28 fatty-acid-AMP ligase | inhibition, % at 12.5 µM | 360,000 compounds, 0.22% hits | AID 588549, 2011; in the data active = inhibition above about 8.5%, passing the limit was not always enough; inconclusive = no clear call, values can overlap the other calls
# GDH-TPI inh = GDH-TPI coupling enzyme inhibitors, primary screen, artefact control for M. tuberculosis FBA inhibitor project, biochemical, absorbance, full deck; GDH-TPI coupled enzyme counterscreen, NADH absorbance; inhibition, % at 4.8 µM; 360,000 compounds, 1.2% hits; AID 588335, 2011;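 also: 0% = DMSO wells and 100% = wells lacking the enzyme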
# The depositor's hits bear a star; ? = inconclusive; / = no result given. Rule as the data show it, unless noted: active = inhibition above about 30%; inactive = the rest.
SMILES,BoNT A protease,Mtb UGM inh,CCHFV vOTU inh,Mtb FBA inh,PrPC surface inh,BioA inh,BoNT F protease,FadD28 FP inh,GDH-TPI inh
CCn1c(SCC(=O)Nc2nc(C)c(C)s2)nc2cccnc21,1.1,-1.4,3.3,-6.9,0.7,4.1,13.1,-2.5,-8.7
COC(=O)CN(c1ccc2c(c1)OCO2)S(C)(=O)=O,-3.3,0.1,0.0,-1.1,-1.2,-3.9,-6.8,0.6,13.4
CCc1ccc(NS(=O)(=O)c2c(C)nc3sc(CC)nn3c2=O)cc1,-0.5,1.5,5.6,-0.4,5.9,1.6,-6.1,-0.8,0.9
O=S1(=O)CCC(NC(=S)N2CCCCC2)C1 (stereo not drawn),0.0,0.0,-1.5,2.0,-6.5,0.8,-1.6,-2.7,-0.8
CCOc1ccc(CCNC(=O)c2cc3sccc3n2C)cc1OCC,0.6,0.6,-6.9,-4.7,2.6,3.1,9.3,-4.1,-7.1
O=C(Cc1ccccc1)NCC(=O)OCC(=O)c1ccc([N+](=O)[O-])cc1,-2.4,-1.7,-7.0,-2.6,-6.1,/,-16.4,0.4,-4.7
CCOc1cc(N2CCOCC2)c(OCC)cc1NC(=O)c1ccccc1C,0.6,3.9,-2.1,2.4,-10.6,/,-1.7,-1.0,2.2
CN(CC(=O)Nc1ccc(N2CCOCC2)cc1)CC(=O)Nc1ccccc1C#N,2.6,1.9,-1.8,1.3,1.0,-0.7,9.1,-0.5,-0.8
Cc1ccc(-c2[nH]ncc2C(=O)c2cccc(F)c2)c(O)c1,-1.3,-1.8,7.5,12.5,2.3,0.0,12.2,-17.3,5.1
Cc1ccc(/C=C2/C(=O)NC(=O)N(CCc3ccc(F)cc3)C2=O)s1,1.3,-1.4,1.3,3.8,-5.4,4.0,2.4,0.7,3.3
CCOC(=O)C1=C(COC(=O)c2nc(Cl)ccc2Cl)NC(=O)NC1C (stereo not drawn),-1.7,/,-0.6,-1.3,-5.8,/,-4.0,-0.9,-2.9
COc1ccc2nc(SCC(=O)Nc3cc(C)on3)c(C#N)cc2c1,1.5,1.3,-6.4,-4.9,-7.8,-1.4,4.5,-2.6,-9.1
O=[N+]([O-])c1cccc(Oc2cnccn2)c1,0.0,0.8,7.1,1.4,0.2,/,-5.5,-3.8,-2.2
Brc1ccc(C2=Nc3cccc4cccc(c34)N2)o1,0.2,-0.3,10.4,-3.4,11.3,/,-11.5,-7.3,-4.4
CC(C)N(C(=O)CSc1nc2ccccc2n1Cc1ccccc1)C(C)C,2.0,1.6,-2.4,-1.7,1.4,/,11.4,-1.0,-10.4
C=CCn1c(=S)[nH]c2nc3c(cc2c1=O)CCCC3,-1.4,-2.9,21.7,0.6,-3.2,-2.6,-12.9,-1.0,20.5
CSCCC1NC(=O)N(CC(=O)Nc2c(C(C)C)cccc2C(C)C)C1=O (stereo not drawn),-0.7,0.8,-12.3,0.0,-1.0,0.1,-2.0,0.6,-3.0
CC1(C)Cc2nc(N)c(C(=O)NCCO)cc2CO1,1.3,-1.2,-51.6,98.1*,-2.0,-0.9,-3.1,0.4,10.5
CCN(C(=O)Cn1cc(C(F)(F)F)ccc1=O)C1CCS(=O)(=O)C1 (stereo not drawn),-1.2,/,-9.6,0.9,-0.3,-0.7,-9.6,-0.4,7.3
Cc1ccc2c(c1)N(CC(=O)NC(C)CCc1ccccc1)C(=O)c1cccnc1O2 (stereo not drawn),-0.2,0.1,-6.3,3.5,8.7,0.1,-4.4,0.2,1.0
O=C(COc1ncnc2ccccc12)NCCc1ccc(F)cc1,0.2,-1.2,-16.5,-2.1,1.7,/,-1.9,-4.5,-6.8
COC(=O)[C@]1(CC(C)C)N[C@H](c2ccc(SC3CCCCC3)c(OC)c2)[C@@H]2C(=O)N(C)C(=O)[C@@H]21,-0.1,2.2,3.6,-4.0,2.9,-0.1,-0.3,-3.5,2.2
CNC(=S)Nc1cc(C(=O)N2CCCC2)ccc1N1CCCC1,-0.1,-1.9,-0.2,-1.3,2.1,/,-3.8,-1.9,-5.1
CC(Sc1nnc(C2CC2)n1C1CC1)C(=O)NCc1cccs1 (stereo not drawn),3.0,/,3.4,-0.5,4.9,-0.7,-1.9,-3.0,-6.4
C=CCN1c2ccccc2C(=O)C(C)S1(=O)=O (stereo not drawn),-0.2,/,2.8,-0.6,-5.3,-0.4,-2.3,-4.2,10.9
COc1ccc(CC(=O)OC(C)CN2CCOCC2)cc1 (stereo not drawn),0.1,1.3,-0.9,0.5,0.0,/,-1.8,-1.6,0.0
NNC(=O)c1[nH]c(-c2ccccc2)cc1-c1ccccc1,-1.6,3.1,-10.0,3.1,-2.8,-0.7,?,-3.7,6.6
Cc1ccc(S(=O)(=O)N2CCCC2C(=O)n2nc(C)cc2C)cc1 (stereo not drawn),-0.8,/,-11.8,2.7,3.8,-0.5,-6.4,-0.4,0.7
COc1cc(C(C)=O)ccc1OCC(=O)N(CCC1=CCCCC1)c1c(N)n(Cc2ccccc2)c(=O)[nH]c1=O,/,-1.8,23.8,-1.1,7.2,-1.2,/,-4.2,18.7
CCC(C)c1ccc(NC(=O)c2ccco2)cc1 (stereo not drawn),-2.6,-0.2,-6.9,0.8,3.7,-0.2,?,-4.4,-0.8

# Single records (already shown). Order of screens: BoNT A protease | Mtb UGM inh | CCHFV vOTU inh | Mtb FBA inh | PrPC surface inh | BioA inh | BoNT F protease | FadD28 FP inh | GDH-TPI inh
# `Cc1ccc(S(=O)(=O)N2CCCC2C(=O)n2nc(C)cc2C)cc1` (stereo not drawn) is entered as -0.8 | / | -11.8 | 2.7 | 3.8 | -0.5 | -6.4 | -0.4 | 0.7
# `C=CCn1c(=S)[nH]c2nc3c(cc2c1=O)CCCC3` is entered as -1.4 | -2.9 | 21.7 | 0.6 | -3.2 | -2.6 | -12.9 | -1.0 | 20.5

# The listing picks up, repeating the two entries before the break.
SMILES,BoNT A protease,Mtb UGM inh,CCHFV vOTU inh,Mtb FBA inh,PrPC surface inh,BioA inh,BoNT F protease,FadD28 FP inh,GDH-TPI inh
COc1cc(C(C)=O)ccc1OCC(=O)N(CCC1=CCCCC1)c1c(N)n(Cc2ccccc2)c(=O)[nH]c1=O,/,-1.8,23.8,-1.1,7.2,-1.2,/,-4.2,18.7
CCC(C)c1ccc(NC(=O)c2ccco2)cc1 (stereo not drawn),-2.6,-0.2,-6.9,0.8,3.7,-0.2,?,-4.4,-0.8
Nc1cccc(Oc2ccc3c(c2)C(=O)NC3=O)c1,?,-3.8,7.0,0.1,-2.1,-0.3,?,-1.1,19.6
CCC(SC1=NCCS1)C(=O)Nc1ccc(S(N)(=O)=O)cc1 (stereo not drawn),3.3,0.7,1.7,-0.3,8.5,-0.1,10.4,-0.9,0.0
O=C(COC(=O)c1ccc2ccccc2n1)c1ccc(F)cc1,0.7,-1.6,1.0,-1.0,5.8,/,0.6,0.0,6.1
Cc1cc(Br)c(NC(=O)COC(=O)C2CC2C)c(Br)c1 (stereo not drawn),-0.5,-0.5,9.6,-0.4,-4.9,-0.5,-1.9,-1.2,2.6
N#Cc1cc([N+](=O)[O-])ccc1Oc1cccc(/C=N/NC(=O)c2cccc(Cl)c2)c1,-0.2,-1.3,/,1.3,/,0.2,8.6,-1.8,-0.9
Cc1ccc(-n2c(C(C)n3nc(C)c([N+](=O)[O-])c3C)n[nH]c2=S)cc1 (stereo not drawn),0.7,0.2,2.0,1.2,-1.1,-2.1,-0.4,-2.8,-15.4
CC(C)CCOCC(=O)Oc1ccccc1C(=O)O,-1.4,-1.8,-3.2,33.5*,3.0,0.7,-0.2,0.3,-3.2
c1coc(-c2nc(-c3ccncc3)no2)c1,-0.1,0.0,3.4,-1.5,-9.1,-0.9,8.0,-3.4,-7.6
C=C1CCN(C(C)C(=O)O)S(=O)(=O)c2ccccc21 (stereo not drawn),0.3,-1.0,-2.2,2.1,7.3,2.5,-8.4,0.1,11.2
Cc1ccc(N(CC(=O)NCC2CCCO2)S(C)(=O)=O)cc1Cl (stereo not drawn),-0.2,-1.2,12.4,1.1,-1.9,-2.0,3.7,-3.2,3.2
Cc1ccc(CC2(O)CC(C)N(C)CC2C)c(C)c1 (stereo not drawn),0.0,-1.5,3.3,-7.7,0.2,4.3,-0.8,-1.5,6.6
Cc1ccc(CNC(=O)CCCC(=O)c2ccccc2)cc1,-3.7,5.1,-7.8,3.1,-4.8,-1.4,1.0,-0.8,-0.4
CC1CN(C(=O)c2cc3ccccc3oc2=O)CC(C)O1 (stereo not drawn),?,-0.9,-3.2,1.1,-8.7,-2.3,21.8,0.0,13.3
CCc1noc(C)c1C(=O)OCC(=O)NC(C)c1ccccc1 (stereo not drawn),/,-0.2,12.1,3.0,5.1,-0.7,/,-2.5,4.6
COc1ccccc1Cc1nc(-c2ccc(C)cc2)no1,1.2,0.9,1.8,-1.2,-2.6,-1.3,-16.0,-0.8,-5.8
CCCn1c(N2CCN(CC(=O)Nc3ccc4c(c3)OCCO4)CC2)nc2ccccc21,0.9,0.1,7.0,1.8,-11.1,0.5,-17.9,-0.8,1.4
CC(C)CCNC(=O)CSc1nc2ccccc2c(=O)[nH]1,-2.7,0.9,-1.1,2.5,5.1,0.0,-6.1,-1.2,9.6
COc1cccc(C2=NOC(C(=O)Nc3cccc(C(C)=O)c3)C2)c1OC (stereo not drawn),-0.4,/,-19.0,-7.8,8.7,1.6,-7.1,-0.8,8.4
CCOc1ccc(/C=N/NC(=O)c2c(-c3ccccc3)noc2C)cc1,0.0,-1.7,-15.2,-1.1,-6.2,/,-0.8,-1.4,2.6
O=[N+]([O-])c1ccc2c(c1)C(O)n1nc(-c3ccccc3)nc1S2 (stereo not drawn),1.0,-0.9,2.7,-1.6,-2.0,-1.0,-4.2,-2.5,-0.5
CCOC(=O)c1nc(C)sc1-c1ccnn1S(=O)(=O)c1ccc(C)cc1,2.9,1.1,-16.7,-0.3,2.2,0.0,?,-1.5,14.5
COCCOC(=O)C1=C(C)N(c2ccccc2)C(=O)NC1c1cccc([N+](=O)[O-])c1 (stereo not drawn),0.1,-1.0,-4.5,-2.7,-4.0,/,0.7,-5.5,-12.8
N#Cc1cc(N)ccc1Sc1ccccc1,0.4,0.6,2.8,3.5,8.4,-2.2,-1.6,-4.2,6.8
NCC1(c2ccc3c(c2)OCCO3)CCCC1,0.6,1.6,3.6,5.3,0.4,3.0,11.1,-2.9,-12.7
CCCN1CCC(=NNc2ccc(S(=O)(=O)N(CC)CC)cc2[N+](=O)[O-])CC1,0.0,1.2,0.9,-5.3,-10.0,/,-10.7,0.4,-3.7
O=C(NCC1CCN(S(=O)(=O)c2ccccc2)CC1)Nc1ccc(F)cc1,-4.7,0.1,-8.2,0.5,1.0,/,?,-4.9,10.2
COc1cccc(N2CCN(C(=O)c3ccc(CS(=O)c4ccccc4C)o3)CC2)c1 (stereo not drawn),/,1.3,-1.0,26.4,11.6,0.0,/,-1.5,-3.5
COc1ccccc1OCc1ccc(C(=O)NCc2ccco2)o1,-1.2,0.8,-7.4,-0.2,1.6,-2.1,-14.0,-1.0,2.8
Fc1ccccc1NC(=S)Nc1cccc2cnccc12,1.3,0.1,14.3,2.2,-11.0,/,3.5,-4.3,4.2
COc1ccc(C(=O)Cn2c(Br)nc3c2c(=O)n(C)c(=O)n3C)cc1OC,1.1,1.7,0.5,-1.7,2.9,/,14.5,-4.6,12.1
COc1cc(NC(=O)CCc2c(C)[nH]c(=O)c(C#N)c2C)cc(OC)c1,0.0,1.4,16.8,0.6,2.4,-0.9,-0.3,/,18.7
